# Apaf1 inhib: inhibitors of human Apaf-1 apoptosome, primary screen, biochemical, DEVD-Rh110 fluorescence, uHTS; Apoptotic protease-activating factor 1 (Homo sapiens), O14727; reconstituted apoptosome caspase-3 activity; inhibition, % at 20 µM; 0.71% of 330,000 active; AID 489030, 2010; active = inhibition of at least 40% at 20 µM;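 also: plate controls were DMSO wells for no effect and DEVD-CHO caspase inhibitor wells for full effect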
#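 Material: cell-free apoptosome with Apaf-1, procaspase-3 and caspase-9; Buffer or medium: Hepes pH 7.5 with detergent and BSA; Reagent: cytochrome c trigger plus (Z-DEVD)2-Rh110 caspase-3 substrate; Times: compound with Apaf-1, dATP, procaspase-3 30 min, then 50 min reaction, room temperature; Technique: Rh110 fluorescence intensity.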
# SENP8 inh: SENP8 protease inhibitors, primary screen, biochemical, luminescence; purified SENP8, Z-RLRGG-aminoluciferin cleavage; inhibition, % at 10 µM; 1.2% of 330,000 active; AID 2540, 2010
# Target sequence (Q96LD8 whole entry, looked up): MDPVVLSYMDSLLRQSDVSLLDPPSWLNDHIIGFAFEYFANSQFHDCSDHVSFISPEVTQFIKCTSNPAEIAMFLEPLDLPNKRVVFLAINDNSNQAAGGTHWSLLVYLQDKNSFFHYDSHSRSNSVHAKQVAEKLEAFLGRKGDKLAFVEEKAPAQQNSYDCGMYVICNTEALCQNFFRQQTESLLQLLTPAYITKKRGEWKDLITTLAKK
# Jurkat NFkB inh: inhibitors of induced NF-kB luciferase reporter, primary screen, TCR NF-kB activation inhibitor project, cell-based, luminescence, uHTS | AID 435003, 2010 | inhibition, % at 4 µM | 0.53% of 330,000 active | Jurkat, PMA/ionomycin-induced NF-kB luciferase reporter
# UBC13 polyUb: UBC13 polyubiquitin chain formation inhibitors, primary screen, biochemical, TR-FRET, uHTS | 0.47% of 330,000 active | inhibition, % at 20 µM | Ubiquitin-conjugating enzyme E2 N (Homo sapiens), P61088 | AID 485273, 2010; in the data active = inhibition above about 45%, passing the limit was not always enough; inconclusive = no clear call, values can overlap the other calls
# Target sequence (P61088 whole entry, looked up): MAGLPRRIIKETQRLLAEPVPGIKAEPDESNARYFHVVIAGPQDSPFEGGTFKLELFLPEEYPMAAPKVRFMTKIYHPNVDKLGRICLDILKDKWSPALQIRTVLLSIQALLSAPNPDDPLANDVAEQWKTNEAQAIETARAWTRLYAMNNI
# 697 NFkB inh: inhibitors of PMA/ionomycin-induced NF-kB reporter, 697 cells, primary screen, B-cell NF-kB inhibitor project, cell-based, luminescence, uHTS | inhibition, % at 4 µM | AID 435022, 2010 | 697 B-cell NF-kB luciferase reporter, 16 h | 0.33% of 330,000 active; in the data active = inhibition above about 35%
# Gli-Sufu antag: Gli-Sufu pathway antagonists, primary screen, luciferase luminescence, Sufu-KO-LIGHT cells, uHTS. Sufu-KO-LIGHT fibroblasts, Gli luciferase reporter luminescence. inhibition, % at 5 µM. 0.74% of 340,000 active. AID 588413, 2011;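 active = inhibition above about 55%, limit read from the data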;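 also: 0% = DMSO-treated cells and 100% = wells with medium but no cells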
# EBI2 block: EBI2 receptor antagonists, beta-arrestin recruitment, primary screen, cell-based, luminescence, 7a,25-OHC stimulation, uHTS; 0.81% of 360,000 active; 7a,25-OHC stimulated; inhibition, % at 5 µM; G-protein coupled receptor 183 (Homo sapiens), P32249; in the data active = inhibition above about 38%;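 also: enzyme fragment complementation signal reports receptor beta-arrestin coupling in cells; 0% = agonist plus DMSO wells and 100% = wells without agonist; some results beyond the cut were filed as inactive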
# CCR6 antagonist: CCR6 receptor antagonists, primary screen, cell-based, CHO-K1, luminescence, beta-arrestin, uHTS; CHO-K1 CCR6 PathHunter beta-arrestin, CCL20-stimulated; inhibition, % at 20 µM; 0.49% of 340,000 active; C-C chemokine receptor type 6 (Homo sapiens), P51684;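 active = compounds whose inhibition of the agonist-driven luminescence signal at 20 µM reaches about 50%, limit read from the data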;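 also: cells stimulated with CCL20 at 14 nM final; plate controls were DMSO with CCL20 for no effect and DMSO without agonist for full effect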
# Target sequence (P51684 whole entry, looked up): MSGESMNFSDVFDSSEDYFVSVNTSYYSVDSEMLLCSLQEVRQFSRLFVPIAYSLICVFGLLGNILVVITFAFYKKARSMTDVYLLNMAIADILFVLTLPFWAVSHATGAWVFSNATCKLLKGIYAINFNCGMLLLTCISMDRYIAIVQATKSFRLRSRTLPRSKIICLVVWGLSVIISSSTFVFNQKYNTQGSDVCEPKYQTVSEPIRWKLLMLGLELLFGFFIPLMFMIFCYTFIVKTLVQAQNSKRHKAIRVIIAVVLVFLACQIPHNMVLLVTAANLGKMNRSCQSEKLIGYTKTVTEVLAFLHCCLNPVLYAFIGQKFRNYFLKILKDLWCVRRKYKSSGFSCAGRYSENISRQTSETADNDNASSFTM
# Numbers without * were called inactive; ? = inconclusive. Rule as the data show it, unless noted: active = inhibition above about 50%; inactive = the rest.
SMILES,Apaf1 inhib,SENP8 inh,Jurkat NFkB inh,UBC13 polyUb,697 NFkB inh,Gli-Sufu antag,EBI2 block,CCR6 antagonist
C/C=C(\C)C(=O)NCCN1C2=NC[C@@H](C)N2C[C@H]1Cc1ccc(O)cc1,-4,15,-16,4,15,-2,-8,-8
O=C(O)c1cccc(NS(=O)(=O)/C=C/c2ccccc2)c1,-4,2,-2,0,20,-2,0,-4
CCCn1c(N)c(N(CCOC)C(=O)CSc2cc(C)c3cccc(C)c3n2)c(=O)[nH]c1=O,2,-14,-17,-8,6,-2,-12,13
O=C(C[n+]1cn(C(F)F)c2ccccc21)c1ccc(Br)cc1,-8,2,-8,4,0,22,-1,-2
CCS(=O)(=O)c1ccc(-c2cccc(NC(=O)c3ccco3)c2)nn1,1,-6,17,2,18,-4,-11,4
Cc1cc(Cl)ccc1Oc1nc(-c2ccc(F)cc2)ccc1C#N,-7,-6,-7,14,2,7,10,-3
O=C(c1ccc(CS(=O)c2cccc(Cl)c2)o1)N1CCN(c2ccccn2)CC1 (stereo unspecified),5,1,37,-1,-25,0,-4,2
CSC(SC)=C(C(C)=O)C(=O)c1ccc(C)cc1,0,-12,-10,3,2,1,-3,-5
CCn1c(C)cc2c(c1=O)C(c1ccncc1)C(C#N)=C(N)O2 (stereo unspecified),-3,-10,7,-1,4,3,-20,-5
S=C(NCc1ccco1)N1CCN(c2ccccc2Cl)CC1,-5,10,-5,-9,-176,-55,3,5
Cc1ccc(NC(=O)c2ccc(S(=O)(=O)N3CCCCC3)cc2)cc1,-7,-4,11,11,14,-8,45*,1
CCc1ccccc1NC(=O)CCNS(=O)(=O)c1cc(Br)cnc1N,49*,-1,-1,11,2,-13,3,25
CCOC(=O)C1CCCN(CCSc2ccc(C)cc2)C1 (stereo unspecified),14,-6,-5,6,-2,21,4,-9
O=C(C1CCCN(CCCc2ccccc2)C1)N1CCCCCC1 (stereo unspecified),0,6,11,3,11,19,2,-1
O=C(Cc1ccccc1)Nc1nnc(SCC(=O)NC2CCCC2)s1,-2,4,-9,-2,3,0,3,-15
O=C(Nc1cccc2c1CCCC2)c1ccc(Cl)c([N+](=O)[O-])c1,5,2,11,-1,32,-1,13,-9
Cc1noc(C(=O)NCc2ccco2)c1Cl,-4,1,-4,-3,15,4,-3,-5
Cc1ccccc1NC(=O)CSCc1nc(N)nc(Nc2ccccc2C)n1,-12,-2,-7,-1,-5,-9,-10,6
Cc1ccc(/C=C/C(=O)N2CC(C)CC(C)C2)o1 (stereo unspecified),1,3,7,-4,-10,10,4,27
COc1ccc(C)cc1NC(=O)c1ccc(CN2CCc3ccccc3C2)cc1,15,-5,25,4,20,-10,-2,8
COC(CNC(=O)c1c[nH]c2ccc(S(=O)(=O)N3CCC4(CC3)OCCO4)cc2c1=O)OC,-3,5,22,5,2,2,-10,13
CC(=O)Nc1ccc(C(=O)COC(=O)C2CC3CCCC(C2)C3=O)cc1 (stereo unspecified),-6,-5,0,0,17,-4,0,7
O=C(Nc1ccc(Cl)cc1)c1csc(Cc2ccccc2)n1,2,-5,-18,14,19,-4,0,-1
COc1ccccc1[C@@H]1C(c2cccc(Cl)c2)=NN(c2ccc(Br)cc2)[C@H]1C(=O)N1CCOC1=O,18,-15,-12,?,-3,11,6,-3
COc1cc(CN2CCCC(N3CCN(c4ccc(F)cc4)CC3)C2)ccc1F (stereo unspecified),13,-11,-7,-5,-17,28,11,17
CCN(c1ccc(F)cc1)S(=O)(=O)c1ccc2[nH]cc(C(=O)NCCCN3CCOCC3)c(=O)c2c1,2,3,6,3,6,-4,-1,9
COc1ccccc1NC(=O)COC(=O)C12CC3CC(CC(Br)(C3)C1)C2,12,-4,5,50*,5,0,-4,14
CCn1c2ccccc2c2cc(/C=N/NC(=O)c3ccccc3)ccc21,21,-3,14,-12,-53,6,-1,-12
Cc1ccc(NC(=O)C(NC2CCCc3ccccc32)c2ccccc2)cc1Cl (stereo unspecified),0,3,9,-10,-6,-23,13,2
Cc1cnc(C(=O)OCC(=O)c2ccc(-c3ccccc3)cc2)cn1,7,-8,-5,-3,-17,-5,8,-8
N=c1oc2ccccc2cc1C(=O)NCc1ccccc1,23,-18,-9,-4,-12,0,10,15
CCOC(=O)c1ccccc1NC(=O)COC(=O)CCC(=O)c1ccccc1,8,-9,7,12,8,36,-3,15
CCCn1c(SCC(=O)NCc2ccco2)nnc1C(C)C,-7,0,12,5,0,-2,-3,-14
Cc1ccc(OC(C)C(=O)N2CCCc3ccccc32)cc1 (stereo unspecified),-18,6,7,14,14,-2,-3,12
Cc1cc(C)cc(OCC(=O)Nc2cccc(-c3nc4ncccc4o3)c2)c1,27,-5,7,5,0,-17,-1,14
CC(C(=O)NCc1cccs1)N1CCN(S(=O)(=O)c2ccc3c(c2)OCCCO3)CC1 (stereo unspecified),-10,-9,8,4,5,-4,-1,12
COc1cc(NS(=O)(=O)c2ccc(NC(C)=O)cc2)nc(OC)n1,-13,4,-9,-1,14,9,-4,-11
CC(=O)N1CCc2cc(S(=O)(=O)Nc3ccc(C)cc3)ccc21,4,4,7,-1,-11,-5,-4,-2
C[C@H]1COC(=O)CCCC/C=C\C[C@H](CC(=O)N(CCO)Cc2ccccc2)C(=O)N1,10,-1,3,9,6,5,-11,3
Cc1cc(C)n(-c2ccc(C(=O)OCC(=O)Nc3ccc(Cl)cc3[N+](=O)[O-])cc2)n1,23,1,11,-5,-9,-3,-2,13
CCOCC(=O)Nc1ccc(S(=O)(=O)N2CCC(c3nc4ccccc4[nH]3)CC2)cc1,10,6,-15,-6,14,-2,-4,-2
Cn1c(-c2sc3cc(C(F)(F)F)cnc3c2-c2cccs2)n[nH]c1=S,9,-6,-12,3,0,2,5,4
C[C@@H](NC(=O)c1nc[nH]c1C(=O)N[C@@H](CCCCNC(=O)OC(C)(C)C)C(=O)OC(C)(C)C)c1ccccc1,23,4,-9,-34,-1,7,6,16
CCN(CC)S(=O)(=O)c1ccc(/C=C/C(=O)Nc2ccccc2N2CCOCC2)cc1,-7,4,2,15,6,12,5,15
O=C(NCc1ccc2c(c1)OCO2)c1cccnc1Cl,-11,1,-5,12,14,-1,-3,0
CCOC(=O)CCN,-5,-6,-4,4,12,-2,4,-4
CCC1CCCCN1C(=O)COc1cccc2c1CCN(C)C2=O (stereo unspecified),-8,4,5,3,7,-29,-4,4
Cc1ccccc1CCNC(=O)Cn1ccc2cc(S(=O)(=O)N3CCCC3)ccc21,8,5,9,3,1,-13,-5,19
CCCN1C(=O)/C(=C/C=C2\N(CC)c3ccccc3C2(C)C)SC1=S,8,7,-12,-186,-42,5,37,34
Cc1sc2ncnc(OCC(=O)N3CC(=O)Nc4ccccc43)c2c1C,-8,11,14,-3,14,19,-7,-2
COc1ccccc1C(=O)COC(=O)c1cccs1,4,-4,-7,-9,-16,-11,5,7
COc1cc2cccc(OC)c(=O)c2c(O)c1OC,1,6,-19,-20,3,-24,0,-7
CC(=O)c1sc(NC(=O)c2ccc3c(c2)OCO3)nc1C,8,70*,-72,-14,-127,-71,-3,-2
COc1cccc(NC(=O)Nc2nnc(CC(=O)Nc3ccccc3)s2)c1,-1,-6,0,-10,17,4,10,-8
CCOc1ccc(S(=O)(=O)NCc2ccncc2)cc1NC(=O)c1ccccc1F,-7,4,28,8,5,0,-6,14
Cc1nnsc1C(=O)Nc1cccc(Cl)c1Cl,-12,-4,7,5,18,3,-8,1
CN(C(=O)COC(=O)c1ccccc1SCC(=O)N1CCCC1)C1CCS(=O)(=O)C1 (stereo unspecified),-2,5,20,-1,-22,-9,-4,8
CCc1cc(OCCCSc2nc(C)cc(=O)[nH]2)ccc1Cl,7,3,9,4,0,8,9,-29
COc1ccc(C(=O)Nc2ccc(S(=O)(=O)NC(C)C)cc2)cc1,-23,-15,6,0,-8,2,-6,14
O=C(NNC(=S)NCc1ccco1)c1ccccc1Br,2,4,8,-3,19,12,5,15

# Reprinted from the results shown, three compounds:
SMILES,Apaf1 inhib,SENP8 inh,Jurkat NFkB inh,UBC13 polyUb,697 NFkB inh,Gli-Sufu antag,EBI2 block,CCR6 antagonist
CCc1cc(OCCCSc2nc(C)cc(=O)[nH]2)ccc1Cl,7,3,9,4,0,8,9,-29
COc1ccc(C(=O)Nc2ccc(S(=O)(=O)NC(C)C)cc2)cc1,-23,-15,6,0,-8,2,-6,14
O=C(NNC(=S)NCc1ccco1)c1ccccc1Br,2,4,8,-3,19,12,5,15

# Following part
SMILES,Apaf1 inhib,SENP8 inh,Jurkat NFkB inh,UBC13 polyUb,697 NFkB inh,Gli-Sufu antag,EBI2 block,CCR6 antagonist
COc1cc(C)ccc1OCC(=O)Nc1ccc2c(c1)OCO2,4,-7,-36,-2,3,-3,-13,-4
CCN(CC)S(=O)(=O)c1ccc(/C=C/C(=O)OCC(=O)NC(=O)C2COc3ccccc3O2)cc1 (stereo unspecified),13,-6,-6,-16,-15,-1,-5,5
O=C(O)Cn1nc(C(F)(F)F)c2c1CCCC2,-5,2,-8,4,8,-4,-8,-8
COC(=O)c1n[nH]nc1-c1ccccc1,4,-4,-5,-7,-17,6,-4,-10
CCOC(=O)c1c(NC(=O)CN2CCN(C(=O)C3CCCO3)CC2)sc(C)c1C (stereo unspecified),9,0,0,4,7,-5,9,11
CC(C)(C)[C@H]1COC(=O)[C@@H](Cc2ccc(F)cc2)C/C=C\C[C@@H](CC(=O)N[C@H](CO)Cc2ccccc2)C(=O)N1,25,-11,0,15,11,12,-7,10
Cc1nn(Cc2ccccc2)c(C)c1CNC(=O)CN=C1NS(=O)(=O)c2ccccc21,1,-6,8,5,33,-12,3,6
COc1ccc(Nc2nc(N)nc(CN3CCc4ccccc4C3)n2)cc1,20,7,8,13,-2,5,-1,9
COc1ccc(NS(=O)(=O)c2cccc(N/C(=N\S(=O)(=O)c3ccccc3)c3ccc(F)cc3)c2)cc1,6,5,12,-12,1,2,9,16
Oc1c(Br)cc(Br)cc1/C=N/c1nccs1,8,2,-6,-6,1,-1,-3,13
Clc1cccc2sc(-c3nnc(-c4ccccc4)o3)c(Cl)c12,1,-2,-112,20,-124,-70,9,2
COc1cccc(N(CC(=O)NC2CCCCC2)C(=O)CCC(=O)Nc2nccs2)c1,21,-2,-24,2,10,-8,14,5

# Structures listed above shown as hits in UBC13 polyUb.
SMILES	SENP8 inh	Jurkat NFkB inh	UBC13 polyUb	697 NFkB inh	EBI2 block	CCR6 antagonist
COc1ccccc1NC(=O)COC(=O)C12CC3CC(CC(Br)(C3)C1)C2	-4	5	50*	5	-4	14

# Additional results:
SMILES,Apaf1 inhib,SENP8 inh,Jurkat NFkB inh,UBC13 polyUb,697 NFkB inh,Gli-Sufu antag,EBI2 block,CCR6 antagonist
N#Cc1c(Nc2ccc(F)cc2)sc(C(=O)c2ccc(F)cc2)c1N,5,-3,-5,2,-14,13,1,8
O=C(c1ccc(-c2ccc([N+](=O)[O-])cc2)o1)N1CCCCC1,-2,2,-58,-6,-44,-36,-2,13
CCCCCc1ccc(-c2cn(Cc3ccc([N+](=O)[O-])cc3)nn2)cc1,13,-12,28,-6,12,29,26,4
C=CCSc1nc2c(cc1C#N)CCC2,-8,-3,7,8,24,-7,3,19
O=C(c1cccc([N+](=O)[O-])c1)N1CCN(C(=O)c2ccco2)CC1,-4,8,-4,-1,27,5,-3,-7
O=C(CSc1nc2ccccc2n1S(=O)(=O)c1ccccc1)N1CCCCC1,0,-2,-20,3,-2,-32,1,27
CC(C)(C)NS(=O)(=O)c1ccc(/C=C/C(=O)O)cc1,-11,0,7,23,6,3,-14,5
C/C(=N/NS(=O)(=O)c1ccc(Cl)cc1)c1ccc2c(c1)OCO2,-2,-2,9,-6,15,3,-9,7

# Compound activity as filed in PubChem.

# The list is partial. The share of hits here may be higher or lower than overall.
